Abeta rescue – restores growth of yeast expressing A-beta42 peptide. yeast expressing A-beta42, growth rescue, OD600, 48 h; response scale: 0% DMSO, 100% iron-clioquinol control. Potency, µM (highest dose often 46.1 µM), for inactives: at the top dose growth rescue, usual class: activators. 410,000 tested, 0.063% active. AID 1347071; also: nearly all actives have a fitted effect of over 55% in size
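Growth rescue measured by 600 nm absorbance after 48 h yeast culture at 30 C with compound. Values normalized between DMSO and an equimolar ferric chloride plus clioquinol control.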
FUS yeast rescue – rescues growth of FUS-expressing yeast. S. cerevisiae FUS-expressing, growth rescue, OD600, 24 h. 390,000 tested, 0.24% active. Potency, µM (titrated, usually from 76.6 µM), for the others: at the highest dose growth rescue (activation), most hits filed as activators. AID 1347120;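 also: plate controls were DMSO vehicle for no effect and reference control for full effect; nearly all actives have a fitted effect of over 55% in size; some results filed as inactive show a strong effect at the top dose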
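Yeast expressing FUS under galactose induction, OD 0.005 in 2% galactose medium; compounds in a dilution series, 24 h at 30C. Growth rescue by absorbance at 600 nm; CP55940 positive control, DMSO negative.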
Numbers without * were called inactive; ? = inconclusive; [ ] = remark or other dose. Calls follow the shape of the dose curve; as a rule, active = well fitted activation curve with a large enough effect; inconclusive = small, poorly fitted or top-dose-only effect; inactive = no such curve, though single readings can be large or run the other way. Potency is read from the fitted curve at half-maximal effect. An excerpt; count on the stated rates, not on these rows.

Below each compound – Abeta rescue | FUS yeast rescue
Cc1cc(C)cc(Nc2cc(C(=O)NCc3ccccc3)c3ccccc3n2)c1
  -11% | 13%
CC(=O)c1ccc(NC(=O)Cn2nc(C(F)(F)F)c3c2CCC3)cc1
  7% | 7%
COc1ccc(CNC(=O)c2c(Nc3ccc(OC)cc3OC)sc(C(=O)c3ccc(Cl)cc3)c2N)cc1
  22% | 35%
CS(=O)(=O)N(CC(=O)Nc1ccc(Br)cc1)c1ccccc1Br
  -9% | 16%
COc1ccc(Nc2nnc(-c3ccc(C)c(S(=O)(=O)NCCO)c3)c3ccccc23)cc1C(N)=O
  -10% | 2%
CC(=O)Nc1cccc(NC(=O)CSc2cn(CC(=O)N3CCCCCC3)c3ccccc23)c1
  -17% | 41%
Cc1ccc(OCC(=O)Nc2ccccc2C(=O)OCc2cc(=O)n3ccsc3n2)cc1
  -6% | -5%
CCOC(=O)c1ccccc1NC(=O)CSc1ccc(-c2sc(-c3ccccc3)nc2C)nn1
  -6% | -16%
COc1cc(OC)c(NC(=O)CCn2cnc3onc(-c4ccc(F)cc4)c3c2=O)cc1Cl
  -6% | -3%
CCOC(=O)c1ccc(NC(=O)c2csnn2)cc1
  -9% | -5%
CCOc1cccc2cc(-c3nc(-c4ccc(Cl)cc4)c(C)s3)c(=O)oc12
  -9% | -22%
Cc1ccc(NC(=O)CN2C(=O)CSc3ccc(S(=O)(=O)N4CCCC4)cc32)cc1F
  -25% | 16%
Cc1ccc(CNC(=O)CCC(=O)N2CCSc3ccccc32)cc1
  -4% | 1%
CCc1nnc2c(NCc3ccc(F)cc3)nc3ccccc3n12
  -1% | 7%
Cc1cccc(OC(=O)c2cc(-c3ccc(C)c(C)c3)on2)c1
  0% | 10%
Cc1cccc(Nc2nc3ccccc3n3c(N)nnc23)c1
  -17% | 1%
Cc1cc(C)c(NC(=O)C2CCN(S(=O)(=O)c3c(C)noc3/C=C/c3ccccc3F)CC2)c(C)c1
  -7% | -10%
O=C(Nc1c2c(nn1-c1ccc(Cl)cc1)CS(=O)(=O)C2)c1cccc(Cl)c1
  -6% | 19%
CCOC(=O)c1cnc2c(C)c(Cl)ccc2c1NCCc1ccccc1
  -13% | 3%
O=C(NCc1ccccc1)c1cc2ccc3cccnc3c2[nH]1
  20% | -22%

Part of the list above, with tabs:
molecule	Abeta rescue	FUS yeast rescue
CS(=O)(=O)N(CC(=O)Nc1ccc(Br)cc1)c1ccccc1Br	-9%	16%
COc1ccc(Nc2nnc(-c3ccc(C)c(S(=O)(=O)NCCO)c3)c3ccccc23)cc1C(N)=O	-10%	2%
CC(=O)Nc1cccc(NC(=O)CSc2cn(CC(=O)N3CCCCCC3)c3ccccc23)c1	-17%	41%
Cc1ccc(OCC(=O)Nc2ccccc2C(=O)OCc2cc(=O)n3ccsc3n2)cc1	-6%	-5%
CCOC(=O)c1ccccc1NC(=O)CSc1ccc(-c2sc(-c3ccccc3)nc2C)nn1	-6%	-16%
COc1cc(OC)c(NC(=O)CCn2cnc3onc(-c4ccc(F)cc4)c3c2=O)cc1Cl	-6%	-3%
CCOC(=O)c1ccc(NC(=O)c2csnn2)cc1	-9%	-5%
CCOc1cccc2cc(-c3nc(-c4ccc(Cl)cc4)c(C)s3)c(=O)oc12	-9%	-22%
Cc1ccc(NC(=O)CN2C(=O)CSc3ccc(S(=O)(=O)N4CCCC4)cc32)cc1F	-25%	16%
Cc1ccc(CNC(=O)CCC(=O)N2CCSc3ccccc32)cc1	-4%	1%
CCc1nnc2c(NCc3ccc(F)cc3)nc3ccccc3n12	-1%	7%
Cc1cccc(OC(=O)c2cc(-c3ccc(C)c(C)c3)on2)c1	0%	10%
Cc1cccc(Nc2nc3ccccc3n3c(N)nnc23)c1	-17%	1%
Cc1cc(C)c(NC(=O)C2CCN(S(=O)(=O)c3c(C)noc3/C=C/c3ccccc3F)CC2)c(C)c1	-7%	-10%
O=C(Nc1c2c(nn1-c1ccc(Cl)cc1)CS(=O)(=O)C2)c1cccc(Cl)c1	-6%	19%
CCOC(=O)c1cnc2c(C)c(Cl)ccc2c1NCCc1ccccc1	-13%	3%

Carrying on.
Below each compound – Abeta rescue | FUS yeast rescue
CCOC(=O)c1c(-c2ccccc2)oc2ccc(OCc3cccc(Br)c3)cc12
  -4% | 11%
Cc1ccc(S(=O)(=O)c2nc(-c3cccs3)oc2N2CCC(C)CC2)cc1
  -16% | 6%
O=C(CSc1nnc(-c2cccc(Cl)c2)o1)N1CCc2ccccc21
  10% | -6%
Cc1ccc(Cl)cc1N1CCN(C(=O)CSc2cc(=O)n(C)c3ccccc23)CC1
  -7% | ?
COc1ccc(-c2cc(C(F)F)n3ncc(C(=O)Nc4cc(OC)ccc4OC)c3n2)cc1
  -9% | -2%
COc1ccc(NC(=O)C2=C(C)Nc3nc(SCc4ccccc4C)nn3C2c2ccc(Br)cc2)cc1 (centres undefined)
  22% | -13%
COC(=O)c1ccc2c(c1)N(Cc1cc(C)ccc1C)C(=O)c1ccccc1S2
  -13% | -17%
CCCCCn1c(=N)n(CC(O)COc2cccc(C)c2)c2ccccc21 (centres undefined)
  1% | 20%
Cc1cccc2c(=O)cc(CSc3ccccc3NC(=O)c3cccc(F)c3)[nH]c12
  -16% | -11%
Cc1ccc(-c2nc3cc(C(C)C)ccc3o2)cc1NC(=O)c1cc2ccccc2o1
  -25% | 1%
Cc1cccc(-n2ccnc2SCC(=O)Nc2ccc3c(c2)OCO3)c1
  -2% | 9%
CCc1ccc(S(=O)(=O)c2nnn3c2nc(NCCNC(C)=O)c2cc(Cl)ccc23)cc1
  -16% | -7%
CCOc1ccc(-n2ccnc2SCC(=O)Nc2cc(C)ccc2C)cc1
  2% | 0%
Cc1cc2c(n1-c1ccc(C(=O)NCC(C)c3ccccc3)cc1)CCCC2 (centres undefined)
  -4% | 35%
CCOc1ccc2nc(N3CCCC(C(=O)Nc4cc(C)ccc4C)C3)sc2c1 (centres undefined)
  -12% | -15%
COc1ccc(CCn2c(=O)c3cccnc3n(CC(=O)Nc3c(C)cc(C)cc3C)c2=O)cc1OC
  -20% | 2%
CC1CN(C(=O)N2CCC(C(=O)NC3CCCCCC3)CC2)c2ccccc2O1 (centres undefined)
  -12% | -16%
Cc1ccc(C(=O)N2CCc3cc(CNC(=O)c4ccccc4F)ccc32)cc1
  -28% | 18%
COc1cccc(N2CC(NC(=O)c3cc(Cl)ccc3OC)CC2=O)c1 (centres undefined)
  20% | 36%
COCCCNC(=O)c1sc2nc(C)c(C(=O)Nc3ccc(C)cc3C)c(-c3ccccc3Cl)c2c1N
  2% | ?

(next part)
Below each compound – Abeta rescue | FUS yeast rescue
CCc1ccc(NC(=O)c2cccc(N3CCCS3(=O)=O)c2)cc1
  -1% | 12%
COc1ccc(Nc2cc(C(=O)NCCCN3CCN(c4ccc(OC)cc4)CC3)c3ccccc3n2)cc1
  0% | 20%
CCOc1ccccc1-c1nnc(SCc2ccc(Cl)cc2)o1
  -8% | 13%
COc1ccc(-c2noc(-c3cccc(OC)c3OC)n2)cc1
  -14% | 5%
O=C(Cn1c(=O)n2nc(-c3cccc(F)c3)nc2c2ccccc21)N1CCN(c2ccccc2F)CC1
  -13% | -8%
CC(C)c1ccc(Nc2c(-c3ccccn3)nc3ccccn23)cc1
  -76%[inhibitor] | 5%
COc1cccc(C(=O)Nc2ccccc2C(=O)OCc2cc(=O)n3nc(C4CC4)sc3n2)c1
  0% | -22%
Cc1ccc(CNC(=O)CN(c2ccc(C(C)C)cc2)S(=O)(=O)c2c(C)n[nH]c2C)cc1
  15% | 30%
CCc1ccc(NC(=O)C2CCCN2S(=O)(=O)c2ccc3c(c2)CCCC(=O)N3)cc1 (centres undefined)
  6% | 25%
Cc1ccc(NC(=O)C2CCCN(c3nnc(-n4c(C)ccc4C)s3)C2)cc1Cl (centres undefined)
  -16% | 37%
CCOC(=O)c1cc2c(=O)n3ccccc3nc2n(CC(C)C)c1=NC(=O)c1cc2ccccc2o1
  -1% | 2%
CCc1ccccc1N1C(=O)N(CC(=O)c2ccc(Cl)cc2)c2ccccc2S1(=O)=O
  24% | ?
CCOC(=O)c1c(Nc2ccc(C)cc2)nnc(-c2ccccc2)c1-c1ccccc1
  -3% | -7%
Cc1nn(CCC(=O)NCc2ccc(Cl)cc2)c(=O)c2nn(-c3ccccc3)c(C)c12
  -26% | -14%
Cc1ccc2ncc(C(=O)NC(C)c3ccccc3)c(=O)n2c1 (centres undefined)
  -6% | -19%
COc1cc2nc(SCC(=O)Nc3cccc(C)c3)n3nc(-c4ccccc4)nc3c2cc1OC
  -21% | -16%
CC(C)(C)c1cc(C(C)(C)C)c2oc(=O)c(-c3nc4ccccc4[nH]3)cc2c1
  -5% | -2%
CCCN(CCC)C(=O)Cn1c(=O)n(-c2ccc(Cl)cc2)c(=O)c2c3c(sc21)CCCCC3
  -1% | -29%
O=C(C1COc2ccccc2O1)N(Cc1cccnc1)c1nc2ccc(Cl)cc2s1 (centres undefined)
  4% | -8%
CC1Cc2cc(S(=O)(=O)NCc3ccc(N(C)C)cc3)ccc2N1C(=O)C1CCC1 (centres undefined)
  -1% | 12%

Next compounds follow:
Below each compound – Abeta rescue | FUS yeast rescue
COc1ccccc1NC(=O)CCN1CCCCC1
  -7% | -25%
CC1=Nc2cc(C(=O)NCCc3ccccc3)ccc2Sc2c(C)ccc(C)c21
  2% | 40%
Cc1ccc2oc(C(=O)Nc3c(C(=O)c4ccc(C)c(F)c4)oc4ccccc34)cc(=O)c2c1
  -16% | 0%
O=C(NCCOCCn1c(=O)oc2ccccc21)Nc1cccc(Cl)c1
  -6% | 6%
COc1ccc(-n2ccnc2SCC(=O)Nc2ccc3c(c2)OCO3)cc1
  -1% | 27%
Cc1ccc(C2CCN(C(=O)Nc3ccc(Cl)c(Cl)c3)C2)cc1 (centres undefined)
  8% | 27%
O=C(NC1CC(=O)N(c2cccc(F)c2)C1)C(c1ccccc1)c1ccccc1 (centres undefined)
  -1% | -6%
COc1ccc2c(Sc3ccc(C)cc3)c(C(=O)NC(C)c3ccccc3)[nH]c2c1 (centres undefined)
  -1% | -14%
O=C(NCc1ccco1)c1ccc(Cn2c(SCc3ccc(F)cc3)nc3cccnc32)cc1
  -9% | 24%
O=C(CNC(=O)c1ccc(F)cc1)OCc1cc(=O)n2nc(C3CC3)sc2n1
  -13% | 9%
CCCCOc1ccccc1C1CC(=O)Nc2cc(OC)c(OC)cc21 (centres undefined)
  -6% | -11%
C=CCc1cccc2cc(-c3nc4ccc(C(=O)O)cc4[nH]3)c(=O)oc12
  -8% | -8%
CCC(Cc1ccccc1)NC(=O)CCS(=O)(=O)c1cc2c(cc1Cl)NC(=O)CO2 (centres undefined)
  -5% | -6%
COc1ccc2c(c1)C=C(C(=O)NCc1cc(Br)ccc1OC)CO2
  ? | 39%
COc1ccc2c(c1)CC(C(=O)Nc1ccc(OC)cc1OC)CO2 (centres undefined)
  -8% | -7%
O=C(CSc1nc2c([nH]c3ccccc32)c(=O)n1-c1ccccc1)Nc1cccc(C(F)(F)F)c1
  -32% | 7%
Cc1ccc(CNc2nc3nc(C)c(Cl)c(C)n3n2)cc1
  8% | -12%
CCc1nn(CC(=O)Nc2ccc(C)cc2C)c(=O)c2cc3sccc3n12
  -3% | -33%
COc1ccc(-n2nc(C(=O)N3CCN(c4cccc(C(F)(F)F)c4)CC3)c3c4ccccc4n(C)c3c2=O)cc1Cl
  -19% | 1%
CC(=O)Nc1nonc1-c1nnc(SCc2ccccc2C)n1C
  -2% | 18%

Other structures follow:
Below each compound – Abeta rescue | FUS yeast rescue
CCc1ccc2oc(-c3cc(NC(=O)c4cc([N+](=O)[O-])ccc4N4CCOCC4)ccc3Cl)nc2c1
  2% | -14%
O=S1(=O)N=C(Nc2cccc(C(F)(F)F)c2)c2ccccc21
  -8% | -11%
Clc1ccccc1CN1CCc2nc(N3CCN(c4ncccn4)CC3)ncc2C1
  -14% | 11%
COc1cccc(C(=O)N2c3cc(C)ccc3C(C)(c3ccccc3)CC2(C)C)c1 (centres undefined)
  -1% | ?
Cc1ccc(C(=O)COC(=O)C(Cc2c[nH]c3ccccc23)NC(=O)c2ccc(Br)cc2)cc1 (centres undefined)
  -8% | 5%
CCOC(=O)c1sc2ncn(CC(=O)Nc3cccc(C)c3)c(=O)c2c1C
  -14% | -9%
Cn1nnnc1SCCNCc1cc(Br)ccc1OCc1ccccc1Cl
  -5% | 19%
COc1cccc(N2C(=O)CSC23C(=O)N(Cc2ccccc2F)c2ccccc23)c1 (centres undefined)
  -19% | 42%
O=C(CCC(=O)N1CCSc2ccccc21)Nc1ccc(Cl)cc1
  -29% | -15%
COc1ccc(-n2cc(C(=O)NCc3ccccc3Cl)c3ccccc3c2=O)cc1
  -13% | -11%
Cc1ccc(C)c(N2CCN(S(=O)(=O)c3cc(C(=O)Nc4ccccc4C(F)(F)F)ccc3F)CC2)c1
  4µM* | 8%
